MRP reversal: reverses drug resistance mediated by MRP; differential viability (reversal), % at 10 µM; actives 0.04% (n = 85,000); H69AR cells + 2 uM doxorubicin, CellTiter-Glo, 72 h;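 active means viability drop by adding the cancer drug above about 55%, with treated viability meeting a 40% cutoff, limit read from the data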;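 further: viability without doxorubicin minus viability with 2 µM doxorubicin for each compound; larger differential means the compound sensitizes cells more to doxorubicin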
Bcl-B displacement: displacers of TR3 peptide from Bcl-B, primary screen, selectivity assay for Bfl-1 inhibitor project, biochemical, fluorescence polarization; FP displacement of FITC-TR3 peptide from Bcl-B; higher % means a stronger effect; displacement, % at 20 µM; hits with a dose series show IC50 in µM; actives 0.11% (n = 96,000); AID 748;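 active means displacement above 50% at 20 µM plus a fluorescence interference ratio under 1.5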;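 further: plate controls were wells without compound for no effect and wells lacking Bcl-B protein for full effect; a part of the inactive calls stands beside numbers as strong as those of hits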
NFkB transloc pot: enhances IL-1B driven NFkB nuclear translocation. HUVEC IL-1B NFkB p65 nuclear translocation imaging. activation, % at 2 µM. actives 0.3% (n = 94,000);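 active means activation above 40%, about the mean plus 3 SD, also judged a hit on visual image review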;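 further: percent activation is computed from the nuclear over cytoplasmic p65 intensity ratio; values of inactives mirror those of a sister screen read the other way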
PLAP inhibition: inhibition of human placental alkaline phosphatase – biochemical, luminescence, HTS (AID 690); purified PLAP, luminescent substrate; higher % means a stronger effect; inhibition, % at 20 µM; hits with a dose series show IC50 in µM; actives 0.08% (n = 96,000); in the data active means a potency from the dose series; inactive means the rest, 99 in 100 with inhibition below about 30%; further: strong numbers were not always called active
IL1B NFkB inh: blocks IL-1B driven NFkB nuclear translocation in HUVEC cells; HUVEC IL-1B NFkB p65 nuclear translocation imaging; AID 796; inhibition, % at 2 µM; actives 0.43% (n = 94,000);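 active means inhibition above about 30% together with a positive call from visual inspection of the well image, limit read from the data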;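 further: nuclear over cytoplasmic p65 intensity ratio measured by imaging; 0% = IL-1B stimulated DMSO wells and 100% = unstimulated DMSO wells; values of inactives mirror those of a sister screen read the other way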
MRP reversal cytotoxicity: recorded beside MRP reversal, whose call it bears; viability, %; H69AR cells, CellTiter-Glo, 72 h; measured here: cytotoxicity without doxorubicin
MRP reversal with doxorubicin: second read-out of MRP reversal, no call of its own (marks repeat the call); viability, %; measured here: viability with 2 uM doxorubicin; hits give low values
IL1B NFkB inh cell count 2 µM: further read-out of IL1B NFkB inh, marked with its call; cell count; measured here: cells passing quality filter;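 raw number of nuclei counted in each imaged well without normalization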
NFkB transloc pot cell count 2 µM: recorded beside NFkB transloc pot, whose call it bears; cell count; measured here: cells passing quality filter
* = called active by the depositor; nt = not tested or not shown.

The opening four compounds as a preview:
SMILES	MRP reversal	MRP reversal cytotoxicity	MRP reversal with doxorubicin	Bcl-B displacement	NFkB transloc pot	NFkB transloc pot cell count 2 µM	PLAP inhibition	IL1B NFkB inh	IL1B NFkB inh cell count 2 µM
COC(=O)c1ccc(N2C(=O)CC(N(C)CCc3ccc(OC)c(OC)c3)C2=O)cc1 (stereo not given)	11.1	96.1	85.0	-4.8%	-1.0	173	-56.2%	1.0	173
COc1cccc(/C=N/n2c(SC)nnc2-c2ccccc2)c1O	-40.4	23.2	63.6	6.2%	34.5	121	-44.2%	-34.5	121
Oc1ccc(/C=N/Nc2nccnc2Cl)c(O)c1	nt	nt	nt	3.9%	2.8	160	4.6%	-2.8	160
CC(C)(C)N1CC(c2nc3ccccc3n2CCOc2ccccc2)CC1=O (stereo not given)	-2.8	81.6	84.4	-4.0%	8.3	216	-60.9%	-8.3	216

This part in full, from the start:
SMILES	MRP reversal	MRP reversal cytotoxicity	MRP reversal with doxorubicin	Bcl-B displacement	NFkB transloc pot	NFkB transloc pot cell count 2 µM	PLAP inhibition	IL1B NFkB inh	IL1B NFkB inh cell count 2 µM
COC(=O)c1ccc(N2C(=O)CC(N(C)CCc3ccc(OC)c(OC)c3)C2=O)cc1 (stereo not given)	11.1	96.1	85.0	-4.8%	-1.0	173	-56.2%	1.0	173
COc1cccc(/C=N/n2c(SC)nnc2-c2ccccc2)c1O	-40.4	23.2	63.6	6.2%	34.5	121	-44.2%	-34.5	121
Oc1ccc(/C=N/Nc2nccnc2Cl)c(O)c1	nt	nt	nt	3.9%	2.8	160	4.6%	-2.8	160
CC(C)(C)N1CC(c2nc3ccccc3n2CCOc2ccccc2)CC1=O (stereo not given)	-2.8	81.6	84.4	-4.0%	8.3	216	-60.9%	-8.3	216
CCCCNc1nc(=S)[nH]c2cc(OC)c(OC)cc12	5.2	77.0	71.8	-3.8%	-8.9	107	10.9%	8.9	107
O=C(Nc1ccccc1-c1ccccc1)c1cccc([N+](=O)[O-])c1	nt	nt	nt	7.4%	5.0	140	-5.8%	-5.0	140
COc1ccccc1OCCSc1ncnc2nc[nH]c12	9.4	101.0	91.5	-4.6%	2.7	150	-53.5%	-2.7	150
CCOC(=O)C1(CC)NC(c2cccc(F)c2)C2C(=O)N(CC)C(=O)C21 (stereo not given)	1.2	82.6	81.4	nt	20.9	182	nt	-20.9	182
Cc1ccc(CN(Cc2cccnc2)C(=O)CN2C(=O)COc3ccccc32)o1	2.4	77.4	75.0	1.6%	-10.0	93	-54.9%	10.0	93
CCCc1c(O)nc(SC2CC(=O)N(c3cc(OC)ccc3OC)C2=O)[nH]c1=O (stereo not given)	-0.9	95.3	96.2	-0.4%	nt	nt	-32.1%	nt	nt
CCOC(=O)C1CCCN(CCC(=O)Nc2ccc(F)c(F)c2)C1 (stereo not given)	4.2	94.4	90.2	-2.1%	3.6	104	-31.4%	-3.6	104
COc1ccc(CCC(=O)N2CCN(S(=O)(=O)c3ccc4ccccc4c3)CC2)cc1	8.5	54.3	45.9	-1.0%	3.2	139	2.6%	-3.2	139
Cc1occc1C(=O)NCCCCc1ccccc1	3.8	97.8	94.1	-13.6%	-6.7	61	-3.7%	6.7	61
Cc1cc(=O)[nH]c2cc(Cl)ccc12	0.5	96.2	95.6	-8.4%	nt	nt	13.6%	nt	nt
CCCn1nnc(NC(=O)c2ccc(Cl)cc2Cl)n1	9.9	106.8	96.9	-4.2%	-6.9	83	-20.1%	6.9	83
O=C(CCc1ccc(S(=O)(=O)N2CCOCC2)cc1)OCc1nc2ccccc2s1	-6.0	98.1	104.1	0.5%	7.4	60	-71.0%	-7.4	60
COC(=O)C1=C(C)NC(C)=C(C(=O)OC)C1C1CC=CCC1 (stereo not given)	-16.1	87.9	104.0	nt	11.0	74	nt	-11.0	74
O=C1CC(C(=O)Nc2ccc(Br)cc2)C2(CCCC2)O1 (stereo not given)	12.2	93.9	81.7	4.7%	-24.9	25	-26.1%	24.9	25
COC(=O)c1sc2cc(C(F)(F)F)cnc2c1-c1cccnc1	nt	nt	nt	3.7%	-6.9	120	-17.2%	6.9	120
Cc1c(C(=O)NCc2cccnc2)oc2ccc(S(=O)(=O)N3CC(C)CC(C)C3)cc12 (stereo not given)	-7.0	83.4	90.4	-3.4%	nt	nt	7.1%	nt	nt
Cc1ccc(Nc2nc3nonc3nc2N(C)C)cc1	nt	nt	nt	-14.6%	nt	nt	-23.2%	nt	nt
Cc1cccc(N2CCN(C(c3ccc(N(C)C)cc3)c3nnnn3C(C)(C)C)CC2)c1C (stereo not given)	2.4	83.3	81.0	nt	-8.0	97	nt	8.0	97
CCOc1ccc2nc(SCC(=O)NC(=O)NCc3ccco3)sc2c1	11.2	98.4	87.2	-201.2%	nt	nt	23.0%	nt	nt
CCCC(=O)Nc1ccc(NC(=O)C23CC4CC(CC(C4)C2)C3)cn1	-3.3	81.5	84.8	-0.2%	1.4	121	-6.8%	-1.4	121
COc1cc(C2C(C#N)=C(N)N(c3sc4c(c3C#N)CCCC4)C3=C2C(=O)CC(C)(C)C3)cc(OC)c1OC (stereo not given)	nt	nt	nt	-5.0%	-2.4	144	2.6%	2.4	144
COC(=O)c1[nH]c2ccc(Br)cc2c1NC(=O)CN1CCN(C2CCCCC2)CC1	0.4	2.9	2.5	1.0%	14.7	186	-57.7%	-14.7	186
Clc1ccc(SCCCCn2ccnc2)cc1	-3.6	89.3	92.9	-7.5%	11.9	114	-28.2%	-11.9	114
Oc1ccc(-c2n[nH]c(=S)n2Cc2ccccc2)cc1	9.7	89.7	80.1	2.9%	nt	nt	15.4%	nt	nt
Cc1nc(N[C@@H](Cc2c[nH]c3ccccc23)C(=O)O)c2oc3ccccc3c2n1	-5.2	83.6	88.8	-7.5%	17.2	132	nt	-17.2	132
Cn1c(=O)c2c(nc(CN3CCc4ccccc4C3)n2Cc2ccccc2)n(C)c1=O	13.9	74.8	60.9	nt	7.6	159	nt	-7.6	159
CCOC(=O)[C@@H]1CCNC[C@@H]1c1ccccc1	5.2	109.1	103.9	-11.8%	-18.1	148	0.7%	18.1	148
C#CCOc1ccc(Br)cc1/C=N/O	-2.9	74.1	77.0	-21.3%	-46.5	157	7.3%	46.5*	157*
Cc1cccc(C2CC(c3ccc(Br)cc3)Nc3nc(N)nn32)c1 (stereo not given)	-18.7	87.5	106.2	1.6%	-1.0	194	-2.0%	1.0	194
CCCn1nc(C(=O)N2CC(=O)Nc3ccccc32)c2ccccc2c1=O	-29.4	25.2	54.6	4.1%	-2.3	105	nt	2.3	105
COc1n[nH]c2nncnc12	1.3	96.3	95.0	-0.8%	14.8	183	-8.9%	-14.8	183
CN1CCN(C(=O)c2cc(-c3ccccc3)on2)CC1	11.6	114.6	103.0	0.4%	-1.8	123	-17.7%	1.8	123
CCCC(=O)c1c(C)c2ccccc2n1C	-5.5	89.1	94.6	1.7%	4.5	199	-4.2%	-4.5	199
COC(=O)CSc1nc2cc(C)cc(C)c2cc1C#N	-16.0	78.3	94.2	-17.8%	-1.2	113	-5.2%	1.2	113
CC(C)C(NS(=O)(=O)c1ccc2c(c1)oc(=O)n2C)C(=O)N1CCN(Cc2ccccc2)CC1 (stereo not given)	-10.1	82.8	92.9	-12.6%	-0.3	183	-58.7%	0.3	183
CCOc1cc2[nH]c(=S)n(CC3CCCN3CC)c(=O)c2cc1OCC (stereo not given)	7.8	88.1	80.4	-6.6%	nt	nt	-65.6%	nt	nt

Part of the list above in order of number of heavy atoms, largest number first:
SMILES	MRP reversal	MRP reversal cytotoxicity	MRP reversal with doxorubicin	Bcl-B displacement	NFkB transloc pot	NFkB transloc pot cell count 2 µM	PLAP inhibition	IL1B NFkB inh	IL1B NFkB inh cell count 2 µM
CCCc1c(O)nc(SC2CC(=O)N(c3cc(OC)ccc3OC)C2=O)[nH]c1=O (stereo not given)	-0.9	95.3	96.2	-0.4%	nt	nt	-32.1%	nt	nt
CN1CCN(C(=O)c2cc(-c3ccccc3)on2)CC1	11.6	114.6	103.0	0.4%	-1.8	123	-17.7%	1.8	123
COc1n[nH]c2nncnc12	1.3	96.3	95.0	-0.8%	14.8	183	-8.9%	-14.8	183

Other results
SMILES	MRP reversal	MRP reversal cytotoxicity	MRP reversal with doxorubicin	Bcl-B displacement	NFkB transloc pot	NFkB transloc pot cell count 2 µM	PLAP inhibition	IL1B NFkB inh	IL1B NFkB inh cell count 2 µM
O=C(CSC1=NCCS1)Nc1nc(-c2ccccc2)cs1	-6.7	60.9	67.5	-13.3%	3.6	74	16.2%	-3.6	74
CC(C#CCN1CCCCC1)OCCOCc1ccccc1 (stereo not given)	nt	nt	nt	1.8%	nt	nt	-15.1%	nt	nt
COc1cc(NC(=O)C2CCN(S(=O)(=O)c3ccc(Cl)cc3)CC2)ccc1-n1cnnn1	-8.9	81.7	90.6	1.2%	4.0	188	-36.2%	-4.0	188
OCCNc1nc(SCc2ccccc2)nc2sc3c(c12)CCC3	-12.1	62.8	74.9	-6.5%	14.5	176	-1.0%	-14.5	176
Cc1cccc(CSCCNC(=O)c2ccc(N(C)S(=O)(=O)c3ccccc3)cc2)c1	nt	nt	nt	-1.5%	3.9	133	10.6%	-3.9	133
CCOC(=O)C1CCN(C(=O)CCc2c(C)nc3c(-c4ccc(F)cc4)c(C)nn3c2C)CC1	9.0	57.5	48.5	-3.3%	7.2	149	-50.1%	-7.2	149
CCN(CC)C(=O)CSc1nc(O)cc(=O)n1C	0.7	91.7	91.0	-5.7%	13.3	97	-9.0%	-13.3	97
COc1ccc(S(=O)(=O)NCCSCc2cccc(C)c2)cc1Br	nt	nt	nt	1.8%	7.3	114	17.7%	-7.3	114
COc1cc(OC)c(C(=O)COc2ncnc3ccccc23)c(OC)c1	9.2	96.1	86.9	-26.5%	7.8	120	17.4%	-7.8	120
O=C(Nc1ccc(Cl)cc1)OCc1cc(-c2ccccc2Cl)on1	nt	nt	nt	0.1%	3.5	209	-11.9%	-3.5	209
CCc1ccc2oc(=O)cc(CN(C)Cc3ccccc3)c2c1	1.1	79.4	78.3	-9.7%	22.6	195	-0.5%	-22.6	195
Cc1cc(C)nc(SCCn2c(N3CCCCC3)nc3c2c(=O)n(C)c(=O)n3C)n1	7.8	86.5	78.7	-10.4%	-3.8	77	-19.8%	3.8	77
COc1ccc(NC(=O)c2cccs2)c([N+](=O)[O-])c1	nt	nt	nt	1.5%	37.4	141	19.0%	-37.4	141
CC(C)c1ccc(NC(=O)C2CCN(S(C)(=O)=O)CC2)cc1	nt	nt	nt	13.1%	4.7	148	2.9%	-4.7	148
COc1ccc(-c2csc(Cc3nnc4n3CCCCC4)n2)cc1	3.3	93.9	90.7	5.8%	-2.6	99	-23.1%	2.6	99
Cn1c(=O)oc2cc(S(=O)(=O)N3CCC4(CC3)OCCO4)ccc21	-10.4	92.0	102.3	-21.9%	0.9	125	4.9%	-0.9	125
O=C(Cc1ccccc1)NCc1nc2ccccc2[nH]1	2.9	93.8	90.8	nt	-2.1	89	nt	2.1	89
O=c1[nH]cnc2scc(-c3cccs3)c12	-3.3	93.7	97.0	nt	-4.7	102	nt	4.7	102
O=C(CSc1nnc(-c2ccccc2)n1Cc1ccco1)NCc1ccc2c(c1)OCO2	-5.1	78.0	83.0	-7.7%	59.1*	170*	-5.1%	-59.1	170
Cc1nc(NC2=NCN(C3CCCCC3C)CN2)nc2ccccc12 (stereo not given)	-3.7	83.5	87.2	0.0%	6.4	155	6.5%	-6.4	155
CC(C)Cn1c(CN2CCN(c3ccccc3F)CC2)nc2c1c(=O)[nH]c(=O)n2C	0.3	84.8	84.5	nt	13.1	76	nt	-13.1	76
O=C(COC(=O)c1cnccn1)NCCc1ccccc1	-2.6	97.4	100.0	14.1%	-2.8	178	-9.4%	2.8	178
COc1cc(NC(=O)Cc2ccccc2)cc(OC)c1	-9.2	93.7	102.9	12.4%	7.7	189	18.6%	-7.7	189

The list is partial; rates above refer to the full screens.
